Screening data (PubChem)
NALP3 yeast inh = NALP3 inhibition in yeast | inhibition, % at 10 µM | hit rate 0.39% among 330,000 | Yeast reconstituted NLRP3/ASC/caspase-1, beta-gal luminescence, 24 h;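 active = inhibition of 50% or more; inactive = inhibition below 50%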;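 also: plate controls were induced DMSO wells for no effect and uninduced yeast grown without galactose for full effect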
APJ agonist = agonists of human APJ apelin receptor; hit rate 0.11% among 330,000; AID 2520; P35414; CHO-K1 APJ PathHunter beta-arrestin, luminescence; 0% DMSO wells, 100% apelin; activation, % at 20 µM;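 active = activation more than six SD over the plate average, tested at 20 µM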;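 also: 0% = DMSO alone and 100% = apelin-13 at 10 nM; some results filed as inactive read as strong as hits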
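Assay system: CHO-K1 APJ beta-arrestin complementation cell line / Compound: single test compound dose, 20 µM final, 1% DMSO / Times: overnight seeding, 90 min compound at 25 °C, 1 h detection / Technique: beta-gal luminescence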
tim10-1 inh = growth inhibitors of tim10-1 mutant yeast; S. cerevisiae tim10-1 ts strain growth, BacTiter-Glo, 24 h; hit rate 2.2% among 330,000; inhibition, % at 20 µM;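 active = inhibition of at least 40%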;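 also: mutant grown at 25 °C; 0% = DMSO wells with yeast and 100% = wells holding no yeast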
UPR XBP1 act = activators of adaptive arm of unfolded protein response (XBP1) | CHO-XBP1 luciferase reporter, IRE1-XBP1 UPR activation, luminescence; percent of tunicamycin response, DMSO as zero | hit rate 0.33% among 330,000 | activation, % at 20 µM | AID 463104;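 active = versus positive control, 20 µM dose yields 30% or more activation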;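 also: 100% = tunicamycin at 10 µg/mL and 0% = DMSO only wells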
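Assay system: CHO-XBP1 luciferase reporter cells; Schedule: 6 h treatment, 37 °C; Detection: glow luminescence from Steady-Glo reagent; Benchmarks: high control tunicamycin 10 µg/mL final, low control DMSO vehicle only.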
tim23-1 inh = inhibits growth of tim23-1 mutant yeast. S. cerevisiae tim23-1 growth, BacTiter-Glo luminescence, 24 h. inhibition, % at 20 µM. hit rate 1.3% among 330,000;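 active = growth inhibition of the mutant yeast at or above 50%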;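 also: temperature-sensitive mutant grown at 25 °C; plate controls were DMSO-treated mutant yeast for no effect and medium wells lacking yeast for full effect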
TIM10 inh = inhibits growth of TIM10 yeast strain; S. cerevisiae TIM10 strain growth, BacTiter-Glo luminescence, 24 h; inhibition, % at 10 µM; hit rate 1.4% among 330,000; AID 463195;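 active = inhibition of 40% or more at the single tested concentration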;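 also: wild-type TIM10 isogenic control strain grown at permissive 25 °C; 0% = DMSO yeast wells and 100% = minimal medium wells without yeast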
GRIN3A LBD mod = NR3A (human) ligand-binding domain modulation; AID 1259313; NR3A LBD differential scanning fluorimetry, Tm shift; 0% = protein alone, 100% = glycine-bound protein; hit rate 2.5% among 340,000; Tm shift relative to glycine control, % at 25 µM;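 active = melting temperature shift of at least 10% of the positive control shift, at one fixed dose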
UPR CHOP act = activators of apoptotic arm of unfolded protein response (CHOP); hit rate 0.34% among 330,000; CHO-CHOP luciferase reporter, UPR activation, luminescence; percent of tunicamycin response over DMSO baseline; activation, % at 10 µM;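 active = at 10 µM dose, activation of 40% or more, normalized to positive control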;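 also: 100% = tunicamycin at 10 µg/mL and 0% = DMSO alone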
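System: CHO CHOP reporter cells. Amount: 500 cells per well. Buffer or medium: F12 medium, 10% FBS. Compound dosing: one dose, 10 µM in 0.5% DMSO. Incubation: 6 h compound exposure at 37 °C after overnight seeding. Technique: Steady-Glo luciferase luminescence. Benchmarks: tunicamycin and DMSO controls.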
Mdm2 MdmX PPI = human Mdm2/MdmX binding inhibition | SaOS-2 split-luciferase Mdm2/MdmX complementation, luminescence | hit rate 3% among 330,000 | inhibition, % at 8 µM | AID 485346 | O15151+Q00987;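 active = inhibition of at least 50% at 8 µM in the primary screen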
Target sequence (O15151 whole entry, looked up): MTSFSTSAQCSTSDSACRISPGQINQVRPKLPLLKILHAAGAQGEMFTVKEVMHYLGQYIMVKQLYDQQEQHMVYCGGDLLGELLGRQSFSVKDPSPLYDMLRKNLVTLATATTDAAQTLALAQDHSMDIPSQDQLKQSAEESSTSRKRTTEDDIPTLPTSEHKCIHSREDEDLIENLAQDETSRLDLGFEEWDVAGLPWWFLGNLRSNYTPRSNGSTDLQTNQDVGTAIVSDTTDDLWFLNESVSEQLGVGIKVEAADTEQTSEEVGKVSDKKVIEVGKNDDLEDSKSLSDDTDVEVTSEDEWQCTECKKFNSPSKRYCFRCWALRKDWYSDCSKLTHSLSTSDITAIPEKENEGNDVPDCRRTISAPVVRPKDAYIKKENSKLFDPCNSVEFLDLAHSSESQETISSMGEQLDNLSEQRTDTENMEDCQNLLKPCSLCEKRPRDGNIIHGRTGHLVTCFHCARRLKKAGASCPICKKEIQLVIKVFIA
Target sequence (Q00987 whole entry, looked up): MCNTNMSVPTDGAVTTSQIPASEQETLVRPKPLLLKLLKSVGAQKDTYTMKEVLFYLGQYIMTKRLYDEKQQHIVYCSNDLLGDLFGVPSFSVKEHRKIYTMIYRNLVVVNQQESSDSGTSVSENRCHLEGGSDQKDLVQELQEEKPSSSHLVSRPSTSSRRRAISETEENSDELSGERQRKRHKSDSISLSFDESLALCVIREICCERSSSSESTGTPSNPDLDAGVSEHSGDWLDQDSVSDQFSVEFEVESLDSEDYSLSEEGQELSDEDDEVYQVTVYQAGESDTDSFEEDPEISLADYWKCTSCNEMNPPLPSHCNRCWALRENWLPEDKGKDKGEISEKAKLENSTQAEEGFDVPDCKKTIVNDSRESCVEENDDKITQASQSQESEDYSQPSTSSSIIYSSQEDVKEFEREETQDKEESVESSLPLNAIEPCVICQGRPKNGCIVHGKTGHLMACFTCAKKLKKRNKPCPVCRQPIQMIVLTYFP
The depositor's hits bear a star; · = no result given.

nr	Structure	NALP3 yeast inh	APJ agonist	tim10-1 inh	UPR XBP1 act	tim23-1 inh	TIM10 inh	GRIN3A LBD mod	UPR CHOP act	Mdm2 MdmX PPI
1	O=C(CCN1C(=O)c2ccccc2S1(=O)=O)Nc1nc2c(s1)CCCC2	21.4	0.8	-2.8	-3.6	-2.8	-9.3	0.8	0.5	11.9
2	CC(C)=CC(=O)OCc1cc([N+](=O)[O-])cc2c1OCOC2	8.6	-0.5	26.0	-1.1	23.5	-4.8	0.8	3.0	-47.9
3	CSc1nnc(-c2cnccn2)n1Cc1ccccc1	7.9	-2.4	19.6	-2.1	-4.7	-14.0	1.4	-0.3	5.4
4	CCn1cc(C(=O)N2CCN(c3ccccc3OC)CC2)c2cc(OC)c(OC)cc2c1=O	11.3	-6.8	2.9	0.2	11.6	3.7	-0.9	0.8	-10.9
5	O=C(CCCCN1CCCCC1)c1ccc2c(c1)Cc1ccccc1-2	11.2	-0.4	-36.2	0.4	-21.8	11.5	-15.8	2.5	0.7
6	COc1cccc(C(C(=O)NC2CCCC2)N(C(=O)c2csnn2)C2CC2)c1 (stereo not given)	17.9	-0.3	-5.9	3.1	0.4	-9.3	1.0	-0.8	-5.6
7	Cc1cccc(N2CCN(C(=O)CN3C(=O)NC(C)(C4CC4)C3=O)CC2)c1C (stereo not given)	21.5	-2.1	-6.5	-2.2	2.2	-0.1	0.2	2.2	3.5
8	O=C(NC1CCS(=O)(=O)C1)/C(=C\c1ccco1)NC(=O)c1ccccc1 (stereo not given)	14.3	1.4	6.2	0.3	12.0	-10.6	0.5	0.0	5.5
9	O=C(COC(=O)c1ccc(O)cc1)c1ccc2c(c1)OCCO2	-4.1	5.0	-17.0	1.1	59.8*	-16.6	0.6	1.7	-23.8
10	O=C(CCn1c(=O)sc2ccccc21)Nc1nc2ccccc2s1	24.1	-0.1	17.8	-1.1	40.2	-36.7	-15.1	3.4	-13.2
11	COc1ccc(CN2C(=NC(=O)CCC3CCCC3)SC3CS(=O)(=O)CC32)cc1 (stereo not given)	4.0	-1.0	11.0	-4.1	8.1	2.0	-1.6	1.2	10.3
12	COCC1CCN(C(=O)c2cc(COc3ccc(C)c(C)c3)on2)C1 (stereo not given)	33.8	-2.1	3.7	-4.1	13.3	2.6	2.2	0.5	5.5
13	CCc1ccc(NC(=O)c2ccc(-n3cncn3)c([N+](=O)[O-])c2)cc1	41.1	8.2	14.3	1.4	15.8	3.8	-2.4	0.1	-2.0
14	O=C(OCC(=O)N1CCN(Cc2ccccc2)CC1)c1cc(Cl)ccc1[N+](=O)[O-]	24.6	-0.2	-11.2	-2.1	-2.3	-1.8	1.7	-1.6	-15.1
15	Cc1cc(C)n(-c2ccc(C(=O)Nc3ccc4c(c3)OCO4)cc2)n1	9.7	-3.2	-20.8	3.1	-7.2	-14.2	-15.0	3.2	-6.5
16	Cc1cc(OCC(=O)NC2CCCCC2)ccc1Cl	20.3	-0.7	4.5	-1.0	9.7	-5.8	-2.4	0.3	-7.1
17	CCOc1cc(CN2CCN(CCc3ccccc3)C(CCO)C2)ccc1OC (stereo not given)	-10.5	-0.3	10.1	-3.8	11.5	-18.8	1.9	-1.6	8.2
18	O=C(Nc1cccc(C(F)(F)F)c1)c1sc(Cl)nc1C(F)(F)F	10.6	0.6	35.5	-5.5	43.4	12.4	-6.4	2.1	11.2
19	COc1ccc(S(=O)(=O)N2CCN(CC(=O)Nc3cccc(F)c3)CC2)cc1	7.9	0.8	30.9	-3.8	10.2	-6.8	-1.4	-1.8	18.6
20	O=C(O)c1c(F)c(F)cc2ccccc12	-5.6	-5.8	-6.3	-1.9	-0.2	-2.0	4.2	-1.0	23.8
21	COc1ccc(N(C)C(=O)c2ccc(NC(=O)CCS(=O)(=O)c3cccs3)cc2)cc1	11.3	-1.7	-4.2	-4.4	6.0	11.8	1.3	0.6	21.5
22	CCC(=O)N1c2ccc(S(=O)(=O)CCC(=O)N3CCN(c4ccccc4F)CC3)cc2CC1C (stereo not given)	2.0	-3.8	-4.6	0.9	1.0	-0.3	-3.8	-0.8	-12.3
23	O=C(NCCc1ccccc1Cl)c1cc(COc2ccc(F)cc2F)on1	32.0	5.1	10.1	-1.5	33.3	-1.6	-9.3	-1.7	27.5
24	O=C(Nc1cccc(Cl)c1)Nc1ccon1	7.4	-0.4	-37.6	-4.6	-10.2	-9.1	0.1	-1.4	0.3
25	CN(C)c1ccc(S(=O)(=O)N2CCCCC2)cc1NC(=O)CCNC(=O)c1ccco1	18.4	0.0	-13.3	0.1	-4.8	5.8	1.2	1.3	16.9
26	COc1cc(/C=C2\C(=N)N3N=CSC3=NC2=O)ccc1OS(=O)(=O)c1ccccc1[N+](=O)[O-]	15.9	-1.5	3.7	-5.6	8.8	3.5	-1.0	0.0	3.0
27	O=C(COc1ccc2ccc(=O)oc2c1)NC1CCN(Cc2ccccc2)CC1	19.2	2.8	-18.4	-2.2	3.2	-2.1	-0.2	0.1	6.6
28	COc1ccccc1N(CC(=O)NC(C)(C)C)C(=O)C1CSC(=O)C1 (stereo not given)	-5.4	-7.5	13.3	-0.8	-6.2	-8.0	1.1	0.6	7.8
29	Cc1sc2nc(SCC(=O)NCc3cccs3)[nH]c(=O)c2c1C	0.0	-4.4	16.0	-0.6	-1.3	0.0	-0.8	1.7	-10.1
30	Cc1cccc(N2C(=O)c3cccc4c(N)ccc(c34)C2=O)c1	0.9	0.9	10.7	-4.6	25.2	6.7	-6.7	1.9	3.2
31	Nc1cc(N)nc(SCc2cc([N+](=O)[O-])cc3c2OCOC3)n1	-0.5	-1.0	4.0	-3.8	8.0	3.6	-2.4	0.8	17.9
32	CC[C@@H](C)[C@H](CNC)NC[C@@H](Cc1cccc2ccccc12)NCCc1cccc(C(F)(F)F)c1	34.0	-4.1	28.7	7.6	-95.3	-1.7	-1.5	34.3	100.0*
33	CCn1c(=O)c2c(nc3n2CCCN3Cc2ccccc2)n(C)c1=O	27.6	-1.0	28.1	-2.2	13.9	-11.9	-2.4	-0.3	15.2
34	CCOC(=O)C1CCN(C(=O)C2(NC(=O)Nc3ccccc3Cl)CCCCC2)CC1	11.4	2.6	8.0	-0.7	23.0	10.4	1.8	1.2	4.8
35	COc1ccc(CNCCSc2nnnn2C)c(OC)c1OC	5.5	1.5	7.0	-0.3	1.3	-15.4	0.3	-1.9	10.7
36	CC1(C)CC(=O)C(C=NC(CCC(N)=O)C(=O)O)=C(O)C1 (stereo not given)	-1.0	-2.2	7.9	-3.1	14.8	5.8	·	-2.2	9.3
37	COc1ccc(-n2cnnc2SCC(=O)NC2CCCCC2)cc1	-1.5	-1.9	8.5	-3.3	9.7	2.0	0.1	0.9	25.1
38	C/C(=N\Nc1ccc(C(F)(F)F)cn1)c1ccncc1	-24.4	-2.2	30.7	-0.2	21.3	7.8	-1.6	2.6	-3.4
39	O=c1nc(-c2ccccc2)cc(C(F)(F)F)[nH]1	7.8	-2.3	-17.0	-0.1	-7.1	-15.5	-0.7	-1.0	0.5
40	CCOc1ccc(CNC(=O)C(=O)c2cn(CC(=O)N3CCOCC3)c3ccccc23)cc1OC	-4.3	-4.7	6.2	-2.3	14.3	11.8	0.2	3.8	21.4
41	COc1ccc(OC)c(/C=C2\SC(=S)N(N3CCOCC3)C2=O)c1	27.1	-4.1	28.2	3.9	12.0	27.9	-0.7	1.9	17.2
42	Cc1nc2ccc(S(=O)(=O)Nc3ccccc3C)cc2s1	-1.8	-4.6	21.5	-0.2	9.9	13.1	8.0	0.4	0.4
43	CC1Sc2ccc(S(=O)(=O)N3CCC(C(=O)N(C)Cc4ccco4)CC3)cc2NC1=O (stereo not given)	-2.0	-1.8	-0.9	-11.1	11.4	6.7	-2.6	0.6	21.7
44	CN(CCOc1ccc(Br)cc1)CC(=O)Nc1cccc(S(=O)(=O)NC2=NCCC2)c1	0.7	-4.4	11.9	-0.6	3.9	2.7	2.8	0.5	7.3
45	CC(=O)NC(=S)Nc1ccc(NC(=O)c2cccs2)cc1	1.7	-3.9	-47.8	3.5	41.0	35.7	-27.2	3.2	1.8
46	Cc1ccc(CNc2oc(-c3ccco3)nc2S(=O)(=O)c2ccccc2)cc1	13.1	-2.9	16.7	0.1	9.2	14.5	-2.2	-0.5	18.2
47	CC(C)c1nc(SCC(=O)N2CCc3ccccc32)n[nH]1	-3.5	-1.1	-0.7	3.7	13.9	3.8	-2.1	2.6	-29.3
48	O=C1c2ccccc2NC(c2c(Cl)cccc2Cl)N1Cc1ccccc1 (stereo not given)	-24.6	-1.6	40.0*	1.2	43.3	27.1	-5.2	1.2	16.8
49	CC(C)c1ccc(N(CC(=O)NCC2CCCO2)C(=O)CCC(=O)Nc2nccs2)cc1 (stereo not given)	1.3	-1.8	-2.8	5.7	4.5	4.0	-3.7	-0.9	20.7
50	COc1ccc2c(c1)cc(C(=O)N[C@@H](Cc1ccccc1)C(=O)O)n2C	4.7	-0.6	29.2	1.8	21.5	-5.5	0.2	-1.9	16.1
51	COc1ccccc1C1=NOC(Cn2c(NCCCO)nc3c2c(=O)n(C)c(=O)n3C)C1 (stereo not given)	-15.4	-3.4	-8.8	-1.8	8.0	-12.1	-0.4	-0.4	16.9
52	Cc1n[nH]c(C)c1S(=O)(=O)N1CCCC(C(=O)NCc2cccs2)C1 (stereo not given)	10.8	-0.9	11.8	-1.5	6.1	-19.2	1.9	-0.3	2.6

In the list so far, 6 have an aryl thioether with sulfur outside any ring:
nr	Structure	NALP3 yeast inh	APJ agonist	tim10-1 inh	UPR XBP1 act	tim23-1 inh	TIM10 inh	GRIN3A LBD mod	UPR CHOP act	Mdm2 MdmX PPI
3	CSc1nnc(-c2cnccn2)n1Cc1ccccc1	7.9	-2.4	19.6	-2.1	-4.7	-14.0	1.4	-0.3	5.4
29	Cc1sc2nc(SCC(=O)NCc3cccs3)[nH]c(=O)c2c1C	0.0	-4.4	16.0	-0.6	-1.3	0.0	-0.8	1.7	-10.1
31	Nc1cc(N)nc(SCc2cc([N+](=O)[O-])cc3c2OCOC3)n1	-0.5	-1.0	4.0	-3.8	8.0	3.6	-2.4	0.8	17.9
35	COc1ccc(CNCCSc2nnnn2C)c(OC)c1OC	5.5	1.5	7.0	-0.3	1.3	-15.4	0.3	-1.9	10.7
37	COc1ccc(-n2cnnc2SCC(=O)NC2CCCCC2)cc1	-1.5	-1.9	8.5	-3.3	9.7	2.0	0.1	0.9	25.1
47	CC(C)c1nc(SCC(=O)N2CCc3ccccc32)n[nH]1	-3.5	-1.1	-0.7	3.7	13.9	3.8	-2.1	2.6	-29.3
